SUMO1 PPI mod: modulators of SUMO1 protein-protein interactions, primary screen, biochemical, uHTS | inhibition, % at 20 µM | SUMO1 binding to a labelled peptide, TR-FRET, 1 h | Small ubiquitin-related modifier 1 (Homo sapiens), P63165 | 0.33% of 360,000 active | AID 602429, 2012; in the data active means inhibition above about 37%
CendR NRP1 mod: modulators of CendR peptide binding to NRP-1, primary screen, biochemical, fluorescence polarization, uHTS | inhibition, % at 25 µM | Neuropilin-1 (Homo sapiens), O14786 | FAM-RPARPAR peptide binding to NRP-1 | 0.85% of 360,000 active;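 active means inhibition or corrected inhibition above about 18%, plus a signal ratio from 0.5 to 1.5, limit read from the data, passing the limit was not always enough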; further: strong numbers were not always called active
Target sequence (O14786 whole entry, looked up): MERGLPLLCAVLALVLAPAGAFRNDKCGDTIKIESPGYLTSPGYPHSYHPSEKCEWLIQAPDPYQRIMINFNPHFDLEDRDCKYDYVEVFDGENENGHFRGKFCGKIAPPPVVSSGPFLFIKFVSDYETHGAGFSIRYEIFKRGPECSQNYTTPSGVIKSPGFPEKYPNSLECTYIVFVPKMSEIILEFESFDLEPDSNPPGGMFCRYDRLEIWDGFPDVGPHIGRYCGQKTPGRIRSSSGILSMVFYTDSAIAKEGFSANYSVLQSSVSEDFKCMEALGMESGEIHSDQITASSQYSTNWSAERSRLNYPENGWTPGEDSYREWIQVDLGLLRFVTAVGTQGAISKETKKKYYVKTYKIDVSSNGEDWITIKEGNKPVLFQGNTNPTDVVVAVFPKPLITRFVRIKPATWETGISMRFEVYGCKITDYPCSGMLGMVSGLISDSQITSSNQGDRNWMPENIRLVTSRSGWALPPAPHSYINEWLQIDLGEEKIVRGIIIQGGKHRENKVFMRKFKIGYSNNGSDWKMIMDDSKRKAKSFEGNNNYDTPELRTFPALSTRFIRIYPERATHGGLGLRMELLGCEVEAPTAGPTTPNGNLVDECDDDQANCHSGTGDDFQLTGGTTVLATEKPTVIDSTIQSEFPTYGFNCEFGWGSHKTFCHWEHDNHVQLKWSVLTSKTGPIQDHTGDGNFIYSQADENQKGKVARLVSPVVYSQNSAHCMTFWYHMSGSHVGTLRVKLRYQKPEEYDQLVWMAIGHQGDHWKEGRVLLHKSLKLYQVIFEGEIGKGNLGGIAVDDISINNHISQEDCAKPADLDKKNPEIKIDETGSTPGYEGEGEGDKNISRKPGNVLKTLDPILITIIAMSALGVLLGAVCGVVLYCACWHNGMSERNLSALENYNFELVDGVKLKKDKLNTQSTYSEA
SKN-1 block: suppressors of acrylamide-induced Pgst-4::GFP reporter in worms, primary screen, SKN-1 inhibitor project, whole organism, uHTS, GFP/RFP fluorescence ratio, strain VP596 | C. elegans VP596 Pgst-4::GFP/RFP ratio, 24 h | inhibition, % at 21.8 µM | 0.49% of 360,000 active | AID 624304, 2012;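 active means interference check ratio from 0.5 to 1.5 plus GFP to RFP signal ratio inhibition reaching or exceeding a fixed threshold, cut at about 30% in these data, passing the limit was not always enough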; further: some compounds called inactive have numbers as strong as hits
NadD inh: inhibitors of S. aureus NadD, primary screen, biochemical, colorimetric, uHTS; Nicotinate-nucleotide adenylyltransferase NadD (Staphylococcus aureus N315); purified NadD enzyme, colorimetric absorbance read-out; inhibition, % at 20 µM; 0.78% of 360,000 active; AID 602399, 2012; in the data active means inhibition above about 26%; further: some compounds past the cut are filed as inactive
LMPTP inh: LMPTP phosphatase inhibitors, primary screen, biochemical, fluorescence intensity, uHTS; recombinant LMPTP-A, OMFP fluorogenic substrate; inhibition, % at 20 µM; 0.22% of 360,000 active; AID 651560, 2012;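 active means compounds that cut the enzyme signal by at least half of the control window in the single-dose screen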;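 further: plate controls were DMSO wells with enzyme plus substrate for no effect and substrate without enzyme for full effect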
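Test system: LMPTP-A phosphatase enzyme; input: 0.625 nM LMPTP-A final; reagent: OMFP substrate, 400 µM final; compound dosing: 20 µM single dose, 3% DMSO; incubation: 50 min dark incubation at room temperature; measured by: endpoint fluorescence intensity from OMFP dephosphorylation; measure: % inhibition relative to no-enzyme and uninhibited control wells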
Neddylation inh: inhibitors of cullin neddylation, primary screen, biochemical, TR-FRET, uHTS, NAE and Ubc12. calls only at 25 µM. 0.58% of 360,000 active. AID 651699, 2012; in the data active means inhibition above about 36%
Scp-1 inhibitor: Scp-1 phosphatase inhibitors, primary screen, biochemical, colorimetric, uHTS | Carboxy-terminal domain RNA polymerase II polypeptide A small phosphatase 1 (Homo … | Recombinant Scp1, phosphopeptide, malachite green phosphate absorbance | inhibition, % at 20 µM | 0.88% of 340,000 active;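 active means inhibition above about 50% at 20 µM, limit read from the data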;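 further: plate controls were DMSO wells with enzyme for no effect and wells lacking enzyme for full effect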
Target sequence (Q9GZU7 76-261 limits assumed): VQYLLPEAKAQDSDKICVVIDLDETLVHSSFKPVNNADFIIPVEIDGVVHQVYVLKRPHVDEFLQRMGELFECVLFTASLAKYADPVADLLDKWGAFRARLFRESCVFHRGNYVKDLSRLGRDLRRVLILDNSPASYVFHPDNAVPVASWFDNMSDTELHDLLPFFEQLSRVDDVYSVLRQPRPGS
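System: truncated SCP-1 phosphatase (76-261aa); medium: Tris acetate buffer pH 5.5 with MgCl2 and Tween-20; incubation: 45 min room-temperature reaction, 5 min colour, 30 min stabiliser; compound: single 20 µM dose, 1% DMSO; reagent: Phosphorylated 17-residue peptide substrate; read-out: % inhibition at 20 µM; technique: colorimetric free-phosphate detection, absorbance 630 nm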
STEP block: STEP phosphatase inhibitors, primary screen, biochemical, fluorescence intensity, uHTS | recombinant STEP, OMFP fluorogenic substrate | inhibition, % at 20 µM | 0.25% of 360,000 active;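 active means inhibition at 20 µM, scaled per plate between control wells, above about 37%, limit read from the data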;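 further: 0% = DMSO with enzyme and substrate and 100% = substrate only without enzyme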
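medium = Bis-Tris buffer pH 6.0, 2.5 mM DTT, 0.005% Tween 20 | test system = STEP (striatal-enriched tyrosine phosphatase) enzyme, cell-free | measure = normalized % inhibition | compound dosing = 20 µM, 1% DMSO | also added = 25 µM OMFP | schedule = reaction 20 min, ambient temperature | measured by = fluorescence read at 480 nm ex / 540 nm em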
TbMetRS inhib: T. brucei MetRS inhibitors, primary screen, biochemical, luminescence; purified T. brucei MetRS, ATP depletion, Kinase-Glo luminescence; inhibition, % at 11.9 µM; 0.4% of 360,000 active; methionyl-tRNA synthetase (Trypanosoma brucei brucei);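 active means inhibition above a per-plate cutoff of the control wells' mean inhibition plus 3 SD, cut at about 5.5% in these data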;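 further: 0% = DMSO wells median and 100% = median of wells with control inhibitor compound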
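technique = Kinase-Glo luminescence, ATP depletion format | system = purified MetRS (methionyl-tRNA synthetase) enzyme from Trypanosoma brucei | timing = 15 min preincubation, 2 h reaction, all 25 °C | evaluation = percent inhibition versus plate control medians | dosing = single dose, 11.9 µM final nominal, 0.9% final DMSO | also added = substrates ATP, L-methionine and bulk Escherichia coli tRNA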
DNMT1 block: human DNMT1 methyltransferase inhibitors, primary screen, biochemical, molecular beacon, fluorescence, HinP1I cleavage, uHTS. DNA (cytosine-5)-methyltransferase 1 (Homo sapiens), P26358. inhibition (reported as % activation of signal), % at 10 µM. 0.83% of 360,000 active. AID 588458, 2011; in the data active means inhibition above about 50%
Active calls of the source: *; i = inactive; . = no result given; + = active, no number.

Every second line gives: SUMO1 PPI mod	CendR NRP1 mod	SKN-1 block	NadD inh	LMPTP inh	Neddylation inh	Scp-1 inhibitor	STEP block	TbMetRS inhib	DNMT1 block
[1] CC(=O)NC1CC2CCCC(C1)N2C(=O)Nc1c(C)cccc1C (stereo unspecified)
→ 1	-6	12	-1	-3.8	i	.	0	-0.2	5
[2] CN1CCN(C(=O)c2ccccc2-c2nc(-c3ccc(Cl)cc3)no2)CC1
→ 2	9	12	-4	-0.8	i	-8	2	0.7	-3
[3] COc1ccc(CCNC(=O)COC(=O)c2ccc(N3CCCC3=O)cc2)cc1OC
→ 1	7	-14	-2	-0.4	i	-4	-1	-0.3	0
[4] CCOc1cc(S(=O)(=O)NC2CC(C)(C)NC(C)(C)C2)ccc1F
→ -3	-8	-7	-3	-1.7	i	3	0	-0.9	6
[5] COC(=O)C[C@H]1c2cc(C(F)(F)F)ccc2S(=O)(=O)N1C1CCCC1
→ 2	24*	0	-2	1.6	i	-5	0	-0.4	2
[6] Cc1cc2oc(C(=O)Nc3nonc3C)c(C)c2cc1C
→ -5	6	8	3	-1.2	i	-7	-3	-0.3	18
[7] COc1cccc(CN(C)C(=O)CCNC(=O)c2ccc(Br)cc2)c1
→ -43	8	-4	5	-9.5	i	-4	-3	0.7	-2
[8] Cc1nc2c(nc1C)C(=O)c1ccccc1C2=O
→ -38	-13	5	1	-0.3	i	2	-1	-0.5	-8
[9] COCCCN1C(=O)c2ccc(C(=O)OCC(=O)N(CCC#N)c3cc(C)cc(C)c3)cc2C1=O
→ -37	-8	8	1	1.3	i	-1	-3	-0.2	1
[10] COc1ccc(C(=O)Nc2cc(C)nn2-c2ccc(C)cc2)cc1
→ 5	-4	15	-4	-0.9	i	-9	1	0.7	-2
[11] COc1ccc(OC)c(C(=O)Cn2c3[n+](c4ccc(C(F)(F)F)cc42)CCCCC3)c1
→ 24	0	-2	-1	0.8	i	1	-5	-0.2	4
[12] CC1(C)Cc2nc3oc4c(N(CCO)Cc5ccccc5)ncnc4c3cc2CO1
→ -2	-3	-3	6	-1.5	.	-2	0	-0.3	-4
[13] Cc1ccc(S(=O)(=O)c2nc(S(C)(=O)=O)sc2N2CCC(C)CC2)cc1
→ 1	12	5	-13	0.2	i	-13	1	-0.5	-1
[14] CCOC(=O)c1ccccc1NC(=O)COc1ccccc1
→ -2	-3	-3	2	2.0	i	-2	3	-0.7	-3
[15] CC(CN1CCOCC1)OC(=O)/C=C/c1ccccc1 (stereo unspecified)
→ -5	5	-3	-1	3.4	i	9	4	-1.1	6
[16] COc1ccc2c(c1OC)C(=O)OC2n1c(O)c(N=NC(C)=O)c2ccccc21 (stereo unspecified)
→ -32	2	6	-3	-1.7	i	-12	-2	-0.6	-2
[17] COc1ccc(C(CNC(=O)c2ccc(S(=O)(=O)N3CCCC3)cc2)N(C)C)cc1OC (stereo unspecified)
→ 33	17	-9	-10	-3.2	i	-6	4	-0.2	0
[18] Cc1cccc(OCC(=O)N/N=C/C=C/c2ccco2)c1
→ -3	-30	16	16	1.5	i	1	1	0.1	39
[19] O=C(c1ccc(Cl)cc1)N1CCCC(c2ccccc2)=N1
→ 8	-1	19	0	1.4	i	-8	0	-0.1	-2
[20] CC(C)(C)NC(=O)C(=O)N/N=C/c1ccc(F)cc1
→ 0	0	14	2	-1.9	i	-1	-1	-0.2	3
[21] O=C(CNC(c1ccccc1)c1ccccc1)Nc1cc([N+](=O)[O-])ccc1Cl
→ -8	-7	10	4	4.2	i	-2	4	0.8	-1
[22] N=c1oc2ccc3ccccc3c2cc1-c1nc(-c2ccccc2)cs1
→ -5	135	7	24	0.8	i	-17	0	0.4	1
[23] CCN(CC)CCN1C(=O)C(=O)/C(=C(/O)c2cnn(-c3ccccc3)c2C)C1c1ccc(C)o1 (stereo unspecified)
→ -10	-11	46*	6	-0.3	i	2	0	0.3	0
[24] Cn1ncc(C#N)c1/N=C/N1CCOCC1
→ 1	2	-27	-1	-0.1	i	-2	2	0.1	8
[25] CCOC(=O)N1CCN(C(=O)CSc2nnc(COc3ccc(Cl)cc3)o2)CC1
→ 3	-7	-13	-5	-1.6	i	-8	-2	0.3	-2
[26] Cc1cccc(NC(=O)[C@@H]2CCCN2S(=O)(=O)c2ccc(Cl)cc2)c1
→ 5	9	-4	-1	-1.0	i	-5	3	-0.2	1
[27] Cc1ccc(C(=O)C[n+]2cc(Br)cc(Br)c2)cc1[N+](=O)[O-]
→ -10	2	5	0	0.7	i	0	2	0.2	-8
[28] Cc1cc(C(c2nnnn2Cc2ccccc2)N2CCOCC2)c(C)n1-c1ccc2c(c1)OCO2 (stereo unspecified)
→ -5	6	17	14	0.1	i	3	5	0.2	-11
[29] O=C(NCC1CCCO1)c1ccccc1-c1nc(-c2ccccc2)no1 (stereo unspecified)
→ 0	-15	-2	3	-0.9	i	10	0	-1.8	-5
[30] O=c1c[n+]([O-])c2ccccc2n1OCc1ccccn1
→ 12	-12	19	1	-0.4	+	-2	1	-1.6	0
[31] COc1cc(C(C)=O)ccc1OCC(O)CN1CCN(c2ccccn2)CC1 (stereo unspecified)
→ 1	5	-5	-2	-1.3	i	-5	0	-1.3	3
[32] O=c1[nH]cc(CCc2ccccc2)c(=O)[nH]1
→ -1	1	16	-5	-1.2	i	.	-2	-0.2	5
[33] CC(C)CN(C(=O)COC(=O)c1c(Cl)ccc(Cl)c1Cl)C1CCS(=O)(=O)C1 (stereo unspecified)
→ 3	-4	1	-3	-1.2	i	-11	2	-0.7	-2
[34] Cc1ccc(NC(=O)Cc2nc(-c3c[nH]c(C(=O)N4CCCC4)c3)cs2)c(C)c1
→ 3	-29	-2	8	0.6	i	-10	1	-0.5	-13
[35] O=C(COC(=O)C1CCN(S(=O)(=O)c2ccc(Cl)c(C(F)(F)F)c2)CC1)NCC1CCCO1 (stereo unspecified)
→ -5	15	13	1	0.5	i	.	3	-0.3	6
[36] O=C1c2ccccc2-c2cccc(C(=O)N3CCN(C(=O)c4ccccc4)CC3)c21
→ -19	8	-3	-1	-0.4	i	2	-2	-0.2	1
[37] COC(=O)c1sc2ncccc2c1OCc1ccc(Cl)cc1Cl
→ -1	0	11	4	2.9	i	-6	1	-0.8	1
[38] O=C(CCCCCC(=O)N(CCO)CCO)N(CCO)CCO
→ -2	12	12	-5	-4.9	i	-7	0	0.1	1
[39] CCOc1ccc(-n2c(=O)c3c4c(sc3n(CC(=O)NCC3CCCO3)c2=O)CCCC4)cc1 (stereo unspecified)
→ -16	-7	2	-2	-1.3	i	-6	0	-0.8	-1
[40] Nc1[nH]c(C(=O)c2ccccc2)c(-c2ccccc2Br)c1C(=O)NCc1ccc(-c2ccccc2)cc1
→ 2	-6	1	36*	2.3	i	.	.	-1.2	.
[41] CC1=NN(C(=O)Cc2ccc([N+](=O)[O-])cc2)C(O)(c2ccccc2)C1 (stereo unspecified)
→ -15	5	1	-6	0.0	i	-9	0	-0.1	-1
[42] Cc1ccc(NC(=O)C2=CCN(S(=O)(=O)c3ccc(F)cc3)CC2)cc1
→ -3	19	12	-3	-0.6	i	-12	-1	1.1	-2
[43] COc1ccccc1CNC(=O)COC(=O)CSc1ccc(F)cc1
→ 0	-5	18	-4	-1.3	i	-1	-3	-0.8	6
[44] CSCCC(NC(=O)c1ccccc1Cl)C(=O)N1CCN(C(C)=O)CC1 (stereo unspecified)
→ 3	-3	-5	-3	-0.5	i	-6	-1	-0.2	-1
[45] O=[N+]([O-])c1cccc(/C=C/c2nc[nH]c2[N+](=O)[O-])c1
→ -19	-7	-5	-3	26	i	50	37	-0.5	3
[46] CSc1ccc(CN(C)CC(=O)Nc2ccc(NC(C)=O)cc2)cc1
→ 2	-5	4	1	-0.3	i	5	1	-0.8	2
[47] CCCCC1(c2ccc(F)cc2)NC(=O)N(CC(=O)N2CCN(C(=O)c3ccco3)CC2)C1=O (stereo unspecified)
→ 3	13	-1	4	0.0	i	4	0	0.2	2

No new results follow: an excerpt of the list.
Every second line gives: SUMO1 PPI mod	CendR NRP1 mod	SKN-1 block	NadD inh	LMPTP inh	Neddylation inh	Scp-1 inhibitor	STEP block	TbMetRS inhib	DNMT1 block
[38] O=C(CCCCCC(=O)N(CCO)CCO)N(CCO)CCO
→ -2	12	12	-5	-4.9	i	-7	0	0.1	1
[39] CCOc1ccc(-n2c(=O)c3c4c(sc3n(CC(=O)NCC3CCCO3)c2=O)CCCC4)cc1 (stereo unspecified)
→ -16	-7	2	-2	-1.3	i	-6	0	-0.8	-1
[40] Nc1[nH]c(C(=O)c2ccccc2)c(-c2ccccc2Br)c1C(=O)NCc1ccc(-c2ccccc2)cc1
→ 2	-6	1	36*	2.3	i	.	.	-1.2	.
[41] CC1=NN(C(=O)Cc2ccc([N+](=O)[O-])cc2)C(O)(c2ccccc2)C1 (stereo unspecified)
→ -15	5	1	-6	0.0	i	-9	0	-0.1	-1
[42] Cc1ccc(NC(=O)C2=CCN(S(=O)(=O)c3ccc(F)cc3)CC2)cc1
→ -3	19	12	-3	-0.6	i	-12	-1	1.1	-2
[43] COc1ccccc1CNC(=O)COC(=O)CSc1ccc(F)cc1
→ 0	-5	18	-4	-1.3	i	-1	-3	-0.8	6
[44] CSCCC(NC(=O)c1ccccc1Cl)C(=O)N1CCN(C(C)=O)CC1 (stereo unspecified)
→ 3	-3	-5	-3	-0.5	i	-6	-1	-0.2	-1
[45] O=[N+]([O-])c1cccc(/C=C/c2nc[nH]c2[N+](=O)[O-])c1
→ -19	-7	-5	-3	26	i	50	37	-0.5	3
[46] CSc1ccc(CN(C)CC(=O)Nc2ccc(NC(C)=O)cc2)cc1
→ 2	-5	4	1	-0.3	i	5	1	-0.8	2
[47] CCCCC1(c2ccc(F)cc2)NC(=O)N(CC(=O)N2CCN(C(=O)c3ccco3)CC2)C1=O (stereo unspecified)
→ 3	13	-1	4	0.0	i	4	0	0.2	2

Screening results as filed in PubChem BioAssay.
